High-throughput results deposited in PubChem by several laboratories.
RmlC RmlD mix – RmlC and RmlD coupled enzyme inhibitors, primary screen, biochemical, 384-well, compound mixtures, retest; RmlC/RmlD coupled enzyme inhibition, 384-well mixture HTS; inhibition, % at 5.5 µM; 110,000 tested, 0.39% active; in the data active means inhibition above about 30%, passing the limit was not always enough; further: strong numbers were not always called active
RT RNaseH block – HIV-1 RT RNase H inhibitors, primary screen, biochemical, fluorescence | Gag-Pol polyprotein (Human immunodeficiency virus type 1 group M subtype B (isolate … | RT-RNase H RNA/DNA duplex cleavage | inhibition, % at 10 µM | 65,000 tested, 1.9% active | AID 565, 2006; in the data active means inhibition above about 50%
* = called active by the depositor. This is a subset (hit frequency here may not be typical).

`CCC(Sc1ccccc1C(=O)O)C(=O)O` (stereo not given) gave RmlC RmlD mix -6.5.
Screening Cc1cccc(NC(=O)c2ccc(S(=O)(=O)N3CCCCC3)cc2)n1 returned RmlC RmlD mix 2.5 and RT RNaseH block -7.6.
For CC(=O)N1CCc2c(sc(NC(=O)c3ccc4c(c3)OCCO4)c2C#N)C1 the results were RmlC RmlD mix -7.2 and RT RNaseH block 1.9.
For CCCCCC(=O)Nc1cccc(C2=NOC3(C2)C[C@H](C(N)=O)N(C(=O)c2ccccc2C(=O)c2ccccc2)C3)c1 (stereo not given in full) the results were RmlC RmlD mix 9.1.
Screening Cc1nc(SCC(=O)N2CCN(C(=O)c3ccco3)CC2)c2c(C)c(C)sc2n1 returned RmlC RmlD mix 8.4 and RT RNaseH block -22.4.
For CCOP(=O)(OCC)C(NC(=O)c1ccccc1Cl)=C(Cl)Cl the results were RmlC RmlD mix -9.0.
Screening CCC(=O)N1CCN(CCN=Cc2c(O)n(C)c(=O)n(C)c2=O)CC1 returned RmlC RmlD mix -6.4 and RT RNaseH block 5.6.
`CCN(CC)C(=O)Cn1cnc([N+](=O)[O-])n1` gave RmlC RmlD mix -9.9.
For Cc1ccc(-c2noc(CN(C(=O)CCN3C(=O)c4ccccc4C3=O)C(C)C)n2)cc1 the results were RmlC RmlD mix -14.8 and RT RNaseH block 0.1.
For Cc1ccc(C(=O)ON=C2CCN(c3ccc([N+](=O)[O-])cc3)CC2)cc1 the results were RmlC RmlD mix -3.5.
Cc1cc(C)nc(SCc2nnc(SCC(=O)Nc3nc(-c4ccccc4)cs3)n2-c2ccccc2)n1 was read as RmlC RmlD mix 6.6.
`COc1ccc(OC)c(NC(=O)CN2C(=O)NC3(CCOc4ccccc43)C2=O)c1` (stereo not given) gave RmlC RmlD mix 4.5.

By substructure, the compounds so far containing a thiophene ring, fused or not.
For CC(=O)N1CCc2c(sc(NC(=O)c3ccc4c(c3)OCCO4)c2C#N)C1 the results were RmlC RmlD mix -7.2 and RT RNaseH block 1.9.
Screening Cc1nc(SCC(=O)N2CCN(C(=O)c3ccco3)CC2)c2c(C)c(C)sc2n1 returned RmlC RmlD mix 8.4 and RT RNaseH block -22.4.

Grouped by structure, the compounds so far with two or more sulfur atoms
Screening Cc1nc(SCC(=O)N2CCN(C(=O)c3ccco3)CC2)c2c(C)c(C)sc2n1 returned RmlC RmlD mix 8.4 and RT RNaseH block -22.4.
Cc1cc(C)nc(SCc2nnc(SCC(=O)Nc3nc(-c4ccccc4)cs3)n2-c2ccccc2)n1 was read as RmlC RmlD mix 6.6.

(further entries)
COc1ccc(/C(O)=C2\C(=O)C(=O)N(c3cc(C)on3)C2c2ccccc2OC)cc1 (stereo not given) was read as RmlC RmlD mix 0.2 and RT RNaseH block 7.9.
COCCn1c(SCC(=O)N2CCC(C)CC2)nc2ccccc2c1=O was read as RmlC RmlD mix 44.2 and RT RNaseH block -25.6.
O=C(CCCC(=O)Nc1cccnc1)Nc1cccnc1 was read as RmlC RmlD mix 3.4 and RT RNaseH block -7.8.
COc1ccc(-c2noc(-c3cccc(OC)c3OC)n2)cc1OC was read as RmlC RmlD mix 3.8 and RT RNaseH block -14.6.
Screening COc1cccc(N=c2oc3c(C)ncc(CO)c3cc2C(N)=O)c1 returned RmlC RmlD mix -6.7.
COC(=O)c1cc(C)nc(N)c1C#N was read as RmlC RmlD mix 27.7.
Cc1ccc(N2C(=O)C3C(C2=O)C(C(=O)c2ccc(Cl)cc2)N2CCCC32)cc1 (stereo not given) was read as RmlC RmlD mix 4.9 and RT RNaseH block 11.2.
CS(=O)(=O)N(CC(=O)Nc1cc(Cl)ccc1Cl)c1ccccc1 was read as RmlC RmlD mix 7.5.
For CCCCN(CCCC)CCCNC(=O)CC1Oc2ccc(C)cc2NC1=O (stereo not given) the results were RmlC RmlD mix -10.9 and RT RNaseH block -3.9.
Screening CC(=O)NC(CCS(C)(=O)=O)C(=O)Nc1ccc2c(c1)OCO2 (stereo not given) returned RmlC RmlD mix -7.9 and RT RNaseH block -9.7.
`CCC(C)(C)NC(=O)C(c1cccc(OC)c1)N(C(=O)c1ccn[nH]1)c1cccc(OC)c1` (stereo not given) gave RmlC RmlD mix -12.1 and RT RNaseH block 3.3.
`Cc1ccc(CNC(=O)c2cc(-c3ccccc3)nn2CC2CC(c3cccnc3)=NO2)cc1` (stereo not given) gave RmlC RmlD mix 1.9.

Sorted by formula weight (largest number first): 4 of the compounds above
`Cc1ccc(CNC(=O)c2cc(-c3ccccc3)nn2CC2CC(c3cccnc3)=NO2)cc1` (stereo not given) gave RmlC RmlD mix 1.9.
CS(=O)(=O)N(CC(=O)Nc1cc(Cl)ccc1Cl)c1ccccc1 was read as RmlC RmlD mix 7.5.
COc1ccc(-c2noc(-c3cccc(OC)c3OC)n2)cc1OC was read as RmlC RmlD mix 3.8 and RT RNaseH block -14.6.
O=C(CCCC(=O)Nc1cccnc1)Nc1cccnc1 was read as RmlC RmlD mix 3.4 and RT RNaseH block -7.8.

(listing goes on)
O=c1ccc(Oc2nc(N3CCCCC3)nc(N3CCCCC3)n2)n[nH]1 was read as RmlC RmlD mix 1.8 and RT RNaseH block -12.9.
For O=C(O)CCC(=O)Nc1ccc(N2CCOCC2)cc1 the results were RmlC RmlD mix 6.8 and RT RNaseH block -7.1.
`C[C@@]1([C@@H](NC(=O)c2cccs2)c2ccc(-c3ccccc3)cc2)C[C@H]1C1CCCCC1` gave RmlC RmlD mix -3.6.
Screening COc1ccccc1NC(=O)CSc1nnnn1-c1ccc(C)cc1 returned RmlC RmlD mix -3.5.
Screening CC(=O)NS(=O)(=O)c1cccnc1Nc1ccc(Cl)cc1 returned RmlC RmlD mix 0.1.
Screening COc1ccc(-c2nc3n(n2)C(=O)CC(c2ccco2)S3)cc1 (stereo not given) returned RmlC RmlD mix 9.4 and RT RNaseH block 2.6.
O=C1C2C3C=CC(C3)C2C(=O)N1c1n[nH]c(-c2cccnc2)n1 (stereo not given) was read as RmlC RmlD mix 2.7 and RT RNaseH block 0.1.
`O=C(Nc1ccc(S(=O)(=O)NC2CCCCC2)cc1)c1ccco1` gave RmlC RmlD mix -7.8.
O=C(Nc1ccc(CN2CCOCC2)cc1)c1ccccc1F was read as RmlC RmlD mix 5.9.
For COc1cccc(NC(=O)CSc2nnc(Cc3cccs3)n2-c2ccc(C)cc2)c1 the results were RmlC RmlD mix -7.7.
For Cc1occc1-c1nnc(SCC(=O)c2c[nH]c3ccccc23)n1C the results were RmlC RmlD mix 9.5 and RT RNaseH block 34.6.
`CC(=O)OC(C(=O)NC1CCCCC1)c1cccc(C)c1` (stereo not given) gave RmlC RmlD mix -6.3.
Screening O=C(N1CCCC1)N1CCN(c2ncnc3c(-c4ccc(Cl)cc4)nsc23)CC1 returned RT RNaseH block 3.0.
For O=C(O)c1ccn(Cn2cnc3ccccc32)n1 the results were RmlC RmlD mix 4.7 and RT RNaseH block -21.0.
`CC(=Nc1cccc(C)c1)c1sc2ccccc2c1O` gave RmlC RmlD mix -15.3.
For COCCn1c(C)cc(C(=O)COC(=O)c2n[nH]c3ccccc23)c1C the results were RmlC RmlD mix 4.5 and RT RNaseH block -45.7.
Cc1cccc(C(=O)NCCc2nnc(SCC(=O)Nc3nc(C)cs3)n2C)c1 was read as RmlC RmlD mix 4.0.
For O=C(CCS(=O)(=O)c1ccc(Cl)cc1)OCC(=O)N1CCCCC1 the results were RmlC RmlD mix 4.6 and RT RNaseH block -7.9.
Screening CC(C)CCNC(=O)Cn1c2c(c(-c3ccccc3Cl)cc1=O)CCC2 returned RmlC RmlD mix -1.3.
Screening O=C1CC(c2ccco2)CC2=C1C=Nc1ccccc1N2 (stereo not given) returned RmlC RmlD mix -11.8 and RT RNaseH block -10.9.
`COc1ccc(C2=NO[C@@H]3C(=O)N(c4cccc(C)c4C)C(=O)[C@H]23)cc1OC` gave RmlC RmlD mix 6.2 and RT RNaseH block 6.4.
Cc1cc(/C=C(\C#N)C(=O)NCc2cccs2)c(C)n1-c1ccc([N+](=O)[O-])cc1 was read as RmlC RmlD mix 2.2.
CC(=O)c1cccc(NC(=S)NC(=O)CC(C)(C)C)c1 was read as RmlC RmlD mix 24.9.
For OCc1ccccc1NC(=S)Nc1cccnc1 the results were RmlC RmlD mix 3.5.
Screening COc1ccc(C(=O)NCC2OCCc3ccccc32)cc1 (stereo not given) returned RmlC RmlD mix 4.7.
`Cc1cc(C(F)(F)F)nc(NCc2cccnc2)n1` gave RmlC RmlD mix 7.4 and RT RNaseH block -12.5.
`CC(C)(C)n1ncc2c(=O)n(CC(=O)Nc3ccc(Cl)cc3)cnc21` gave RmlC RmlD mix 6.2 and RT RNaseH block 5.0.
`CC(C)Cn1c(N)c(C(=O)NCCN2CCOCC2)c2nc3ccccc3nc21` gave RmlC RmlD mix 33.3 and RT RNaseH block -36.3.
`COc1ccc(OC)c(N2C(=O)NC(=O)C(CCc3ccncc3)(CCc3ccncc3)C2=O)c1` gave RmlC RmlD mix 6.2 and RT RNaseH block -3.4.
CCOC(=O)c1cnc(SCC(=O)NCc2cccs2)nc1N was read as RmlC RmlD mix 9.5 and RT RNaseH block -12.4.
For CCC(C(=O)NCc1ccco1)N(Cc1cccs1)C(=O)CNS(=O)(=O)c1ccccc1 (stereo not given) the results were RmlC RmlD mix 10.0.
For Cc1ccc(S(=O)(=O)c2c(C)nn(C(C)(C)C)c2OC(=O)c2ccc(Br)o2)cc1 the results were RmlC RmlD mix -9.0 and RT RNaseH block -0.8.
Cc1ccc(NC(=O)Nc2cccs2)cc1 was read as RmlC RmlD mix -14.2 and RT RNaseH block 2.6.
For COc1ccc(OC)c(S(=O)(=O)Nc2ccc(O)c(Sc3ncn[nH]3)c2)c1 the results were RmlC RmlD mix 5.2 and RT RNaseH block 93.8*.
CCCN1C(=O)C(O)(C/C(C)=N/O)c2ccccc21 (stereo not given) was read as RmlC RmlD mix -7.8 and RT RNaseH block -13.4.
Screening Cc1nc(-c2cccnc2)sc1C(=O)Nc1ccc(Cl)cc1 returned RmlC RmlD mix 15.3.
COCCN(CC(=O)NCC1CCCO1)C(=O)CCC(=O)Nc1cc(C)on1 (stereo not given) was read as RmlC RmlD mix 1.9 and RT RNaseH block -3.8.
COc1cccc(-c2nn(C)c3sc(C(=O)N4CCN(c5ccccc5)CC4)cc23)c1 was read as RmlC RmlD mix 6.0 and RT RNaseH block -17.1.
For Clc1ccc2[nH]c3c(NCC4CCCO4)ncnc3c2c1 (stereo not given) the results were RmlC RmlD mix 8.2 and RT RNaseH block -17.2.
Cc1noc(C)c1S(=O)(=O)N1CCCCC1 was read as RmlC RmlD mix -11.9.
For O=C(c1ccccc1)N1CCCC(C(=O)N2CCCCCC2)C1 (stereo not given) the results were RmlC RmlD mix 9.3 and RT RNaseH block 2.4.
Screening Cc1ccc(SCc2[nH]nc3c2C2(CCSCC2)C(C#N)=C(N)O3)cc1 returned RmlC RmlD mix 9.0 and RT RNaseH block -34.2.
CCCC(C(=O)NCC1CCCO1)N(Cc1ccco1)C(=O)CNS(=O)(=O)c1ccccc1 (stereo not given) was read as RmlC RmlD mix 6.0 and RT RNaseH block -0.9.
O=C(NCc1ccco1)c1cc2c(s1)CSC2 was read as RmlC RmlD mix -5.9 and RT RNaseH block 32.2.
Screening O=S(=O)(NCC1CCCO1)c1cccc2nsnc12 (stereo not given) returned RmlC RmlD mix 24.7 and RT RNaseH block -20.0.
For Cc1c(Cl)cccc1NC(=O)CCC(=O)NNC(=O)c1ccccc1Cl the results were RmlC RmlD mix -19.0.
For Cc1ccc2c(=O)cc(C(F)F)oc2c1 the results were RmlC RmlD mix 4.5.
CC12CN(S(=O)(=O)c3ccccc3)CC(C)(CN(S(=O)(=O)c3ccccc3)C1)C2 was read as RmlC RmlD mix 3.3.
O=C(c1ccco1)N1CCN(S(=O)(=O)c2cccc3nsnc23)CC1 was read as RmlC RmlD mix 1.5 and RT RNaseH block -15.2.
Screening O=C(CCN1C(=O)c2ccccc2C1=O)Nc1ccc(S(=O)(=O)N2CCOCC2)cc1 returned RmlC RmlD mix 7.7 and RT RNaseH block 6.4.
CC(=O)Nc1ccc(NC2=CC(=O)CC(C)(C)C2)cc1 was read as RmlC RmlD mix -3.2 and RT RNaseH block 2.0.
Screening Cc1nccn1-c1cc(C(C)C)c(C#N)c2nc3ccccc3n12 returned RT RNaseH block 7.7.
CCOC(=O)c1ccc(NC(=O)CCn2nnc3ccccc32)cc1 was read as RmlC RmlD mix -8.3.
`CC(=O)c1c(C(C)=O)c(C)n(NC(=O)c2ccccc2Cl)c1C` gave RmlC RmlD mix 3.9.
Screening Cc1csc(NC(=O)CSc2nnc(Cn3c(=O)sc4ccccc43)n2-c2ccccc2)n1 returned RmlC RmlD mix -9.6 and RT RNaseH block 1.3.
`COc1ccc2cc(CCNC(=O)c3ccc4c(c3)OCO4)c(=O)[nH]c2c1` gave RmlC RmlD mix -4.1 and RT RNaseH block -22.2.
Screening CCCCNC(=O)Nc1ccc(C(O)(C(=O)OC)C(F)(F)F)cc1 (stereo not given) returned RmlC RmlD mix 7.6 and RT RNaseH block 2.1.
N#CC1=C(N)NC(SCC(=O)Nc2ccc(Br)cc2)=C(C#N)C12CCCCC2 was read as RmlC RmlD mix -6.3.
COc1ccc(CN(C(=O)c2cnccn2)C(C(=O)Nc2ccc(F)cc2)c2ccccc2)cc1 (stereo not given) was read as RmlC RmlD mix -76.0.
Screening CC(C(=O)Oc1ccc2c(c1)OCO2)N1C(=O)c2ccccc2C1=O (stereo not given) returned RmlC RmlD mix -10.8 and RT RNaseH block -54.9.
`COc1ccc(CC(=O)Nc2c3c(nn2-c2cccc(Cl)c2)CS(=O)C3)cc1` (stereo not given) gave RmlC RmlD mix -5.0 and RT RNaseH block -10.7.
For CCc1ccccc1OCCCOc1ccc(OC)cc1 the results were RmlC RmlD mix 0.2.
For COc1cccc(CNc2ccc(N3CCC(C)CC3)cc2)c1OC the results were RmlC RmlD mix 13.4.
`COc1ccc(OC)c(C2C3=C(COC3=O)Nc3cc4c(cc32)OCO4)c1` (stereo not given) gave RmlC RmlD mix -6.0.
For C=CCSc1nccc(-c2cc(Cl)sc2Cl)n1 the results were RmlC RmlD mix 5.5.
